GSTO1 counter – GSTO1 inhibition, counter-screen for RBBP9 inhibitors | 1.1% of 300,000 active | recombinant GSTO1, activity-based probe fluorescence polarization | inhibition, % at 5.96 µM | P78417 | AID 1974;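 active = inhibition above the campaign mean inhibition plus 3 SD, cut at about 35% in these data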;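 also: 0% = GSTO1-1 with DMSO and 100% = wells lacking GSTO1-1 enzyme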
PAFAH2 inh – PAFAH2 (human) inhibition; Q99487; recombinant PAFAH2, FP-rhodamine activity probe, fluorescence polarization; inhibition, % at 3.39 µM; 0.99% of 340,000 active; AID 492956;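 active = inhibition above the mean over all tested compounds plus 3 SD, cut at about 30% in these data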;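 also: inhibitors block probe labeling of enzyme so polarization drops; 0% = enzyme with DMSO and 100% = wells lacking PAFAH2 protein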
PAD4 FP inh – inhibitors of human PAD4. 0.41% of 330,000 active. AID 485272. inhibition, % at 6.36 µM. Q9UM07. recombinant PAD4, RCA probe fluorescence polarization;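 active = percent inhibition above a cutoff equal to the mean of all tested compounds plus 3 SD, cut at about 15% in these data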;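 also: 0% = PAD4 with RCA probe and DMSO and 100% = probe without PAD4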
LYPLA1 inh – LYPLA1 (human) inhibition in PME1 counter-screen | 0.16% of 320,000 active | inhibition, % at 5.9 µM | recombinant LYPLA1, FP-Rh probe fluorescence polarization;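 active = inhibition above the mean of all tested compounds plus 3 SD, set per campaign, cut at about 14% in these data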;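 also: inhibitors block serine hydrolase probe labeling of LYPLA1 so polarization falls; 0% = enzyme with DMSO and 100% = wells lacking LYPLA1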
Target sequence (O75608 whole entry, looked up): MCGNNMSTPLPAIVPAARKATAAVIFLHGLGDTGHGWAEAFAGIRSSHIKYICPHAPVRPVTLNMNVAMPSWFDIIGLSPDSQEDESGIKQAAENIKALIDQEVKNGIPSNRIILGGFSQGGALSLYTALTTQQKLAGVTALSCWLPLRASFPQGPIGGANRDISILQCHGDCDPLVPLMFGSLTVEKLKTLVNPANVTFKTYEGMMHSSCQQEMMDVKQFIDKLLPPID
EBNA-1 inhibitor – blocks EBNA-1 binding to DNA. 0.34% of 300,000 active. inhibition, % at 14.8 µM. EBNA-1 DNA binding, fluorescence polarization; in the data active = inhibition above about 28%
PREPL inhibitor – inhibits the human prolyl oligopeptidase-like enzyme; Q4J6C6; recombinant PREPL, fluorescence polarization activity-based probe; inhibition, % at 5.96 µM; 0.68% of 320,000 active; AID 2751; in the data active = inhibition above about 43%;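 also: 0% = enzyme with DMSO and 100% = wells lacking enzyme; many of its hits are not listed in these tables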
PAFAH1B3 inh – inhibitors of human PAFAH1B3; Q15102; recombinant PAFAH1B3, FP-rhodamine probe, fluorescence polarization; inhibition, % at 3.39 µM; 0.28% of 340,000 active;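 active = inhibition above the screen-wide average of all tested compounds plus 3 SD, cut at about 25% in these data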;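 also: 0% = enzyme with DMSO only and 100% = wells lacking PAFAH1B3 protein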
Target sequence (Q15102 whole entry, looked up): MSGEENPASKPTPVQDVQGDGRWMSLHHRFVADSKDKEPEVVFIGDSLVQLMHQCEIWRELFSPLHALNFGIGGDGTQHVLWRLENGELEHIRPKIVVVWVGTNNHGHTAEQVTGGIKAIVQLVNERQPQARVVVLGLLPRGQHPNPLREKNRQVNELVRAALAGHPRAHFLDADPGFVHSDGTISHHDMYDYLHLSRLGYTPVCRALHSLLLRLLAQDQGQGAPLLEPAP
LYPLA2 inh – counter-screen for PME1 inhibitors: inhibitors of human LYPLA2. O95372. recombinant LYPLA2, FP-Rh probe fluorescence polarization. inhibition, % at 5.9 µM. 0.38% of 320,000 active;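 active = inhibition above the screen-wide mean plus 3 SD, limit set per campaign, cut at about 26% in these data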;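 also: 0% = LYPLA2 with DMSO and 100% = wells lacking LYPLA2 enzyme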
Target sequence (O95372 whole entry, looked up): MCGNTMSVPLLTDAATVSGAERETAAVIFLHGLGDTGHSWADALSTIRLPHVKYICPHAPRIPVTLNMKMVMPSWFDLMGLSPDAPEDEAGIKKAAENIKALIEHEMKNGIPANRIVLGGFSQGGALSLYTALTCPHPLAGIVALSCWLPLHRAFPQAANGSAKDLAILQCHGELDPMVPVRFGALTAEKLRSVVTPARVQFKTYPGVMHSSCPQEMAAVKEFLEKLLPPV
ZTA counter – counter-screen for EBNA-1 inhibitors: inhibitors of Epstein-Barr virus ZTA; ZTA-DNA binding, fluorescence polarization; inhibition, % at 11 µM; 0.15% of 320,000 active; AID 2234; in the data active = inhibition above about 33%
Target sequence (P03206 whole entry, looked up): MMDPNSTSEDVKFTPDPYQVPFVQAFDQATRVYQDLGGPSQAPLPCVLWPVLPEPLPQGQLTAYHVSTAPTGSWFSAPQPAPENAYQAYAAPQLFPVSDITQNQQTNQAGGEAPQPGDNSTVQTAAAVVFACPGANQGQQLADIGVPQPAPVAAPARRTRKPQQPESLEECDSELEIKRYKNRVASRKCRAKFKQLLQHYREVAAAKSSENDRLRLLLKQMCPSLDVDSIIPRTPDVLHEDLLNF
* marks the source's active call; other numbers are inactive results; / = not tested or not shown.

entry	compound	GSTO1 counter	PAFAH2 inh	PAD4 FP inh	LYPLA1 inh	EBNA-1 inhibitor
1	Cc1ccc(C(=O)CCC(=O)OC(C)C(=O)NC2CCCCC2C)cc1 (configuration not stated)	/	-2	-8	-1	/
2	COc1cccc(-c2nnc(SCC(=O)Nc3ccc(S(N)(=O)=O)cc3)n2C)c1	5	-7	-1	-1	14
3	CCCCNC(=O)C1CCC(CNS(=O)(=O)c2cccc3nsnc23)CC1 (configuration not stated)	-1	0	-5	-3	-15
4	COc1ccccc1OCCSc1nnnn1-c1ccc(C)cc1	4	-1	0	0	-4
5	O=S(=O)(NCc1cccs1)c1cccc2cccnc12	-3	-2	-1	-1	4
6	Cc1cc(C)nc(/N=C(\NC(=O)C(C)(C)C)Nc2ccc(F)cc2)n1	17	-3	1	-3	0
7	C=CCn1c(SC(C)C(=O)Nc2ccc(Cl)cn2)nnc1C1CC1 (configuration not stated)	7	-5	-1	1	-11
8	COc1cc(/C(C)=N/Nc2ccc(C(=O)O)cc2)cc(OC)c1OC	3	-1	-7	2	0
9	COc1ccc(C(=O)N/N=C(\C)CC(=O)Nc2ccccn2)cc1OC	-1	-6	1	1	3
10	O=S(=O)(c1cccc(F)c1)N1CCC(CO)(Cc2cccc(F)c2)CC1	10	2	2	-2	1
11	O=C1c2ccccc2C(=O)N1CCc1nc(-c2ccccn2)no1	1	13	-1	3	2
12	O=C(NC1CCCC1)C(c1ccncc1)N(C(=O)c1csnn1)C1CCCC1 (configuration not stated)	-2	6	-3	-1	-11

entry	PREPL inhibitor	PAFAH1B3 inh	LYPLA2 inh	ZTA counter
1	3	1	-3	-4
2	-6	-1	3	20
3	6	3	12	-17
4	-16	-4	3	-10
5	-2	2	4	3
6	2	7	-2	-9
7	10	-5	1	-6
8	4	-1	1	-23
9	8	-4	3	-4
10	13	14	-8	4
11	6	11	6	-16
12	10	10	-7	5

6 entries out of the list, sorted by SMILES length, rising:
entry	compound	GSTO1 counter	PAFAH2 inh	PAD4 FP inh	LYPLA1 inh	EBNA-1 inhibitor
4	COc1ccccc1OCCSc1nnnn1-c1ccc(C)cc1	4	-1	0	0	-4
11	O=C1c2ccccc2C(=O)N1CCc1nc(-c2ccccn2)no1	1	13	-1	3	2
7	C=CCn1c(SC(C)C(=O)Nc2ccc(Cl)cn2)nnc1C1CC1 (configuration not stated)	7	-5	-1	1	-11
1	Cc1ccc(C(=O)CCC(=O)OC(C)C(=O)NC2CCCCC2C)cc1 (configuration not stated)	/	-2	-8	-1	/
10	O=S(=O)(c1cccc(F)c1)N1CCC(CO)(Cc2cccc(F)c2)CC1	10	2	2	-2	1
2	COc1cccc(-c2nnc(SCC(=O)Nc3ccc(S(N)(=O)=O)cc3)n2C)c1	5	-7	-1	-1	14

entry	PREPL inhibitor	PAFAH1B3 inh	LYPLA2 inh	ZTA counter
4	-16	-4	3	-10
11	6	11	6	-16
7	10	-5	1	-6
1	3	1	-3	-4
10	13	14	-8	4
2	-6	-1	3	20

(more compounds)
entry	compound	GSTO1 counter	PAFAH2 inh	PAD4 FP inh	LYPLA1 inh	EBNA-1 inhibitor
13	Cc1ccc(-c2nc3sc(C#N)c(N)n3c(=O)c2C#N)cc1	36*	6	62*	-5	-2
14	CCC(Oc1ccccc1)C(=O)Nc1ccc(C)c(S(=O)(=O)N2CCOCC2)c1 (configuration not stated)	-2	6	2	-5	6
15	COc1ccc(CNC(=O)Oc2ccccc2)cc1Cl	4	-3	-4	0	6
16	Cc1cccc2cc(COC(=O)C(C)C)c(=O)[nH]c12	-2	0	-2	2	8
17	COC(=O)C(NC(=O)c1ccccc1C(=O)O)c1ccc2ccccc2c1 (configuration not stated)	-2	-4	4	-2	-5
18	O=[N+]([O-])c1ccccc1/C=N/Nc1nccnc1Cl	9	-3	1	1	9
19	O=C1OCCC1Sc1ncnc2sccc12 (configuration not stated)	-5	1	-2	-5	-9
20	O=S(=O)(Nc1cccc(-c2ccc3nncn3n2)c1)c1cc(F)ccc1F	1	4	6	-2	5
21	O=C(c1c[nH]c(C(=O)C(Cl)(Cl)Cl)c1)c1c(F)cccc1F	-12	9	-9	-5	-24
22	O=C(COC(=O)c1ccccc1)NC1CCCCCC1	/	86*	-3	/	/
23	O=C(c1cc(F)c(F)c(F)c1F)N1CCN(C(=O)C2CCCO2)CC1 (configuration not stated)	/	-8	-1	/	/
24	CCCn1c(C)cs/c1=N\C(=S)Nc1ccccc1	0	-7	0	0	-4

entry	PREPL inhibitor	PAFAH1B3 inh	LYPLA2 inh	ZTA counter
13	18	-6	-4	-11
14	1	0	0	12
15	-12	2	1	-10
16	9	6	10	-1
17	0	10	1	0
18	12	7	7	5
19	13	-4	-4	-10
20	2	-2	-2	-4
21	-4	2	-5	-22
22	27	8	/	/
23	25	13	/	/
24	-3	-4	-6	4

The listing continues.
entry	compound	GSTO1 counter	PAFAH2 inh	PAD4 FP inh	LYPLA1 inh	EBNA-1 inhibitor
25	Cc1ccc(CN2CC(C(=O)NCCC3=CCCCC3)CC2=O)cc1 (configuration not stated)	/	9	-2	2	/
26	Cc1[nH]c2ccccc2c1C(=O)Cn1c(=O)oc2ccccc21	-5	-2	-3	-1	9
27	COc1ccc(-c2cc(C(=O)N/N=C/c3sccc3C)c3ccccc3n2)c(OC)c1	4	-12	1	-16	16
28	CCOC(=O)C1C(=O)NCC2CCCC21 (configuration not stated)	4	1	-4	0	-7
29	N#Cc1ccc(C(=O)CN2CCN(c3ccccc3)CC2)cc1	2	9	3	0	-4
30	CSc1nnc(CSCc2ccc(Cl)cc2Cl)n1-c1ccccc1	4	9	-2	-10	1
31	Cc1ccc(S(=O)(=O)Cc2ccc(C(=O)N3CCC(C)CC3)cc2)cc1	-4	-10	1	0	-1
32	CC(C)C(=O)NC(=S)Nc1ccccc1N1CCN(C(=O)c2ccc(Cl)cc2)CC1	-11	-4	-3	0	-7
33	O=C(c1ccccc1)c1ccc(N2CCCC2)cc1	-1	-2	4	0	-7
34	CC(Oc1cc(F)ccc1[N+](=O)[O-])C(=O)Nc1ccc(S(=O)(=O)N2CCCC2)cc1 (configuration not stated)	4	-3	3	-1	4
35	O=C(NC1CCN(S(=O)(=O)c2ccccc2F)CC1)c1ccco1	-2	1	-1	-5	-4
36	CCN(CC)C(=O)Cn1c(C)c(/C=C/c2cc[n+](C)cc2)c2ccccc21	3	-2	-7	-1	-7

entry	PREPL inhibitor	PAFAH1B3 inh	LYPLA2 inh	ZTA counter
25	-3	-4	2	-7
26	5	-2	2	2
27	2	8	-33	15
28	0	3	-1	5
29	17	2	23	0
30	6	-3	0	0
31	1	-1	3	6
32	11	10	-2	10
33	10	8	-4	-12
34	0	9	4	11
35	9	0	5	-5
36	1	0	0	-19

(further entries)
entry	compound	GSTO1 counter	PAFAH2 inh	PAD4 FP inh	LYPLA1 inh	EBNA-1 inhibitor
37	COc1ccc2c(c1)c(C(=O)N/N=C/c1cccc(O)c1)c(C)n2C	5	-2	5	2	0
38	O=C1CCC(=O)N(c2ccccc2)N1	2	7	-3	-3	-7
39	Cc1cc(C)n2[nH]c(=O)c(N=Nc3ccc(S(N)(=O)=O)cc3)c2n1	9	0	-8	1	-9
40	COc1cccc(-n2cc(CNCc3c(C(=O)N(C)C)nc4ccc(Cl)cn34)cn2)c1	2	2	-3	3	2
41	Cc1c(C(=O)OCC(=O)Nc2ccc(S(N)(=O)=O)cc2)oc2c1ccc1ccccc12	-7	-11	-4	-3	72*
42	COc1ccc2cc(C(=O)NCCO)sc(=O)c2c1OC	2	-5	-1	-3	13
43	CCn1c(N)nc2ccccc21	1	5	0	3	5
44	CCCCOc1ccc(CSc2nc(C)[nH]c2[N+](=O)[O-])cc1[N+](=O)[O-]	-39	/	9	11	1
45	O=C(Nc1ccccc1N1CCCC1)c1ccc(Cl)c(S(=O)(=O)N2CCOCC2)c1	0	-1	1	-1	3
46	CC1=C(C(=O)Nc2ccccc2C(=O)NC2CCCCC2)SCCO1	3	-1	-5	0	1
47	COC(=O)c1[nH]c2cc(C)ccc2c1NC(=O)CN1CCN(C(=O)c2ccco2)CC1	1	5	0	1	-4
48	CC(=O)N(C)c1ccc(OCC(O)Cn2c3ccc(Cl)cc3c3cc(Cl)ccc32)cc1 (configuration not stated)	-17	-14	-3	-21	-2

entry	PREPL inhibitor	PAFAH1B3 inh	LYPLA2 inh	ZTA counter
37	5	3	0	6
38	5	5	4	12
39	-11	1	-1	-13
40	7	-8	2	-14
41	-5	-4	-12	33*
42	-7	6	-1	0
43	10	11	8	-6
44	13	/	50*	-1
45	18	4	2	5
46	6	-1	0	-7
47	7	2	-5	2
48	2	-4	-50	-11

The listing continues:
entry	compound	GSTO1 counter	PAFAH2 inh	PAD4 FP inh	LYPLA1 inh	EBNA-1 inhibitor
49	Cc1nc([N+](=O)[O-])c(SCC(O)CCl)n1Cc1ccc(Cl)cc1 (configuration not stated)	-6	-1	2	3	2
50	COCC(C)N1CCC(n2nccc2NC(=O)CCCc2ccccc2)CC1 (configuration not stated)	3	9	-4	3	2
51	COc1cc2nc(Nc3ccc(C)c(C)c3)nc(N)c2cc1OC	-6	5	-7	-2	7
52	O=C(Oc1cccc(-n2cnnn2)c1)c1ccccc1Cl	10	-6	-5	0	-1
53	O=C(NCc1ccc(Cl)cc1)N1CCN(S(=O)(=O)c2ccccc2)CC1	23	0	3	0	2
54	Cc1cccc(C)c1NC(=O)CNC(=O)C12CC3CC(CC(O)(C3)C1)C2	-2	-1	0	-1	-5
55	O=C(NC(=S)N(Cc1ccccc1)Cc1ccccc1)C1CCCCC1	6	-15	-3	-7	-9
56	Cc1ccc2nc(N3CCN(Cc4nnnn4Cc4ccccc4)CC3)c(C#N)cc2c1	2	-3	6	-4	-11
57	O=C(Nc1ccccn1)c1onc2c1CCCC2	-7	-9	2	4	-2
58	CC(=O)N1CCCN(Cc2cn(-c3cc(C)ccc3C)nc2-c2ccccc2)CC1	8	-3	0	3	11
59	CC1Cc2ccccc2N1CC(=O)Nc1ccc(S(N)(=O)=O)cc1 (configuration not stated)	-5	-9	2	-14	9
60	CC1=[N+]([O-])C(C)(C)C(c2ccc(Br)cc2)=[N+]1[O-]	4	5	-3	-1	2

entry	PREPL inhibitor	PAFAH1B3 inh	LYPLA2 inh	ZTA counter
49	12	2	-6	-4
50	14	-1	6	8
51	52*	16	1	-4
52	5	1	8	2
53	7	2	-7	-13
54	3	5	-3	7
55	-5	-1	-8	-18
56	-11	-6	7	-13
57	1	2	1	17
58	7	5	5	-2
59	4	2	-8	10
60	-5	1	4	-4

The list is partial; rates above refer to the full screens.
